Screening data from PubChem.
mIAP activ = mouse IAP activation; muIAP, CDP-Star luminescence, 30 min; hits give high values; 1 = vehicle-only enzyme signal, 0 = enzyme-free wells; actives 0.24% (n = 330,000); AID 2805; activation factor at 10 µM;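 active = activation factor of at least 2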; also: the source names both 10 and 20 µM as test concentration; values of inactives mirror those of a sister screen read the other way
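Assay system: mouse IAP enzyme; Reagent: CDP-Star chemiluminescent phosphatase substrate; Compound: DMSO-dissolved test compounds; Incubation: 30 min, room temperature; Technique: luminescence from enzymatic CDP-Star hydrolysis; Controls: DMSO-only wells and no-enzyme negative control.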
hIAP activ = human IAP activation; P09923; purified human IAP, CDP-Star luminescence, 30 min; hits give high values; 1 = vehicle-only enzyme, 0 = enzyme-free background; activation factor at 10 µM; actives 0.16% (n = 330,000); AID 2524;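 active = activation factor of the enzyme at least 2-fold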; also: the source names both 10 and 20 µM as test concentration; values of inactives mirror those of a sister screen read the other way
Target sequence (P09923 whole entry, looked up): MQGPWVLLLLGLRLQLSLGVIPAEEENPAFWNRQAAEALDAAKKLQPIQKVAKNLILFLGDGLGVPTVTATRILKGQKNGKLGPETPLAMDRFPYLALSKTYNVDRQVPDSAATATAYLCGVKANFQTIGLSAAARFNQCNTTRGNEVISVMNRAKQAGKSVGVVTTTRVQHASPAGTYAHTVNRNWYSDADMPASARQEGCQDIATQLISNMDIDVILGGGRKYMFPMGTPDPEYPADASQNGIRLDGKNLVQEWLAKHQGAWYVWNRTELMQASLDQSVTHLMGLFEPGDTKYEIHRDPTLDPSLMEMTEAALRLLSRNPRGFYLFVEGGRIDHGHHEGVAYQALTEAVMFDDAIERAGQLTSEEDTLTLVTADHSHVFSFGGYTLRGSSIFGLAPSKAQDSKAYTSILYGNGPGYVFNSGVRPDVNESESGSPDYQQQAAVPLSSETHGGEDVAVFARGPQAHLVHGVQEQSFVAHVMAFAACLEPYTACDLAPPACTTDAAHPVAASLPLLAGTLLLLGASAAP
PfG6PD inh = PfG6PD (Plasmodium falciparum) enzyme inhibition | PfGluPho enzyme, NADPH resazurin-diaphorase fluorescence | inhibition, % at 20 µM | actives 0.78% (n = 350,000);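 active = inhibition reaching at least a set limit at 20 µM in the primary screen, cut at about 59% in these data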;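 also: 0% = DMSO wells with substrate and 100% = DMSO wells lacking glucose-6-phosphate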
ATG4B inh = blocks human ATG4B protease cleavage of LC3 substrate; Q9Y4P1; ATG4B cleavage of LC3-PLA2, NBD-HPC fluorescence, 1 h; inhibition, % at 8.33 µM; actives 0.51% (n = 340,000); AID 504462; in the data active = inhibition above about 40%
APOBEC3A inh = blocks human APOBEC3A ssDNA deamination | recombinant A3A, FAM/TAMRA ssDNA deamination fluorescence | actives 0.41% (n = 330,000) | inhibition, % at 20 µM | P31941;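 active = at least 40% inhibition at 20 µM here, with at most 30% in a related deaminase screen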;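 also: plate controls were A3A with DMSO for no effect and wells lacking A3A enzyme for full effect; some results filed as inactive read as strong as hits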
Target sequence (P31941 whole entry, looked up): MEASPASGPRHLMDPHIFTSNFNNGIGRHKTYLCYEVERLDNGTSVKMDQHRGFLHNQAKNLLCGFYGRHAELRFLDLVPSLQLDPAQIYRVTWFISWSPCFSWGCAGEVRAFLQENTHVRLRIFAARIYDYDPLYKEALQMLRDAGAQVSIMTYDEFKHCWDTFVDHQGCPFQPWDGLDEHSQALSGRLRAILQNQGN
hIAP inh = human IAP inhibition; inhibition, % at 10 µM; purified IAP, CDP-Star luminescence, 30 min; actives 0.12% (n = 330,000);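 active = inhibition reaching a set limit with compound at 10 µM in the primary screen, cut at about 35% in these data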;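 also: plate controls were DMSO wells with enzyme for no effect and no-enzyme buffer wells for full effect; values of inactives mirror those of a sister screen read the other way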
HKDC1 inh = blocks human hexokinase HKDC1 activity; Q2TB90; recombinant HKDC1, G6PDH/diaphorase resazurin coupled fluorescence; inhibition, % at 20 µM; actives 0.16% (n = 340,000); AID 493160;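 active = inhibition above about 35% when tested at 20 µM, limit read from the data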;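 also: plate controls were DMSO wells with enzyme for no effect and DMSO wells lacking enzyme for full effect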
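Material: recombinant HKDC1 hexokinase; Amount: HKDC1 at 5 µg/mL; Medium: Tris pH 8.0 buffer with MgCl2, Tween-20, BSA, BME; Schedule: 90 min reaction incubation at room temperature, dark; Technique: coupled resazurin fluorescence, excitation 525 nm, emission 613 nm.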
mIAP block = mouse IAP inhibition; purified mouse IAP, CDP-Star luminescence, 30 min; inhibition, % at 10 µM; actives 0.2% (n = 330,000);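 active = inhibition of at least 40% at 10 µM in the primary screen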;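 also: plate controls were DMSO with enzyme for no effect and no enzyme wells for full effect; values of inactives mirror those of a sister screen read the other way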
* = called active by the depositor.

SMILES	mIAP activ	hIAP activ	PfG6PD inh	ATG4B inh	APOBEC3A inh	hIAP inh	HKDC1 inh	mIAP block
O=C(NCCc1c[nH]c2ccccc12)C(=O)Nc1cc2c3c(c1)CC(=O)N3CCC2	1.1	0.94	2	-12	4	6	-3	-9
Cc1ccc(O)c(C(=O)/C=C/c2ccc3c(c2)OCCO3)c1	0.85	0.88	4	-4	-2	12	4	15
CCN(CC(=O)NCc1cccs1)CC(=O)Nc1ccccc1C	1.1	0.95	-2	-2	-8	5	-5	-7
Cc1ccc(C(=O)NCC(=O)O)s1	1	1.1	-2	-1	-1	-7	-6	-3
CC(C)c1ccc(CNC(=O)C2CC(=O)N(C3CCCCC3)C2)cc1 (stereo not given)	1	1.1	8	1	-2	-10	-5	-4
Cc1cccc(C(=O)Nc2ccc(S(=O)(=O)N3CCOCC3)cc2)c1[N+](=O)[O-]	0.99	0.92	4	-3	-5	8	-3	1
COc1ccccc1CNC(=O)/C=C/c1cc2c(cc1Br)OCO2	1.1	1.4	-5	0	-4	-41	-6	-7
COc1ccc(C(=O)COC(=O)C2CCN(S(=O)(=O)c3cccc4cccnc34)CC2)cc1	0.97	1.1	-19	-5	-6	-11	19	3
Cc1cc(C(=O)Cn2nc(C(=O)O)c3ccccc3c2=O)c(C)n1-c1ccc(F)cc1	1	0.9	9	27	-1	10	-5	0
O=C(Nc1ccc(-c2nc3ccccc3s2)c(O)c1)C1=COCCO1	1.2	1.2	-21	-3	1	-18	2	-18
Cc1cccc(OCC(=O)N(Cc2cccs2)C2CCS(=O)(=O)C2)c1C (stereo not given)	1.1	0.88	-7	-3	-2	12	5	-7
CSCC[C@H](N)C(=O)N1CCC(C(=O)N[C@H](C)C(=O)Nc2ccc(C(C)C)cc2)CC1	1	1.2	-2	0	2	-22	1	-4
COc1cnc(-c2ccccc2)nc1OC	1.1	1	-3	0	2	-2	-7	-10
COc1ccc(Nc2ncc(C(=O)N3CCN(Cc4ccccc4)CC3)c3ccccc23)cc1	1.1	1.1	10	-6	6	-10	3	-10
Cc1ccccc1NS(=O)(=O)c1ccc2oc(=O)ccc2c1	1	1.3	0	2	-4	-27	3	-1
COc1ccc(NC(=O)CSc2nnnn2C2CCCC2)cc1	1.1	0.99	-10	2	0	1	13	-9
CC(=O)Nc1ccc2nc(CN3CCN(CC(C)C)C(CCO)C3)ccc2c1 (stereo not given)	1.1	1.1	4	-9	7	-10	-5	-7
O=C(Nc1cccs1)Nc1ccccc1Br	1.1	1.3	-7	-1	-2	-31	16	-6
COC(=O)[C@H](CCSC)NC(=O)Nc1cc(OC)cc(OC)c1	1	1.2	4	-5	-3	-18	-2	0
COc1ccc(NC(=S)NCc2ccc(S(N)(=O)=O)cc2)cc1OC	1	0.92	5	3	-1	8	-6	0
O=C(Nc1ccccc1)C(Cc1cccs1)c1nn[nH]n1 (stereo not given)	0.92	0.93	-7	1	1	7	-2	8
O=C(Cn1cnc2ccccc2c1=O)N1CCOCC1	1.1	0.98	-3	-5	-5	2	-4	-11
O=C(NC1CCCCC1)c1ccc(Br)o1	1	1.1	2	2	2	-12	-2	-5
COc1ccc(/C(C)=N/N2CCOCC2)c(O)c1	0.99	0.96	10	-4	-5	4	-4	1
O=C(Nc1ccc2nc3n(c(=O)c2c1)CCCC3)c1cccnc1Cl	1.1	0.99	12	-6	-3	1	-3	-10

Of the compounds above, 2 have a COOH group.
SMILES	mIAP activ	hIAP activ	PfG6PD inh	ATG4B inh	APOBEC3A inh	hIAP inh	HKDC1 inh	mIAP block
Cc1ccc(C(=O)NCC(=O)O)s1	1	1.1	-2	-1	-1	-7	-6	-3
Cc1cc(C(=O)Cn2nc(C(=O)O)c3ccccc3c2=O)c(C)n1-c1ccc(F)cc1	1	0.9	9	27	-1	10	-5	0

Single records (already shown):
Listed for O=C(Nc1cccs1)Nc1ccccc1Br : mIAP activ: 1.1; hIAP activ: 1.3; PfG6PD inh: -7; ATG4B inh: -1; APOBEC3A inh: -2; hIAP inh: -31; HKDC1 inh: 16; mIAP block: -6
Listed for COc1cnc(-c2ccccc2)nc1OC : mIAP activ: 1.1; hIAP activ: 1; PfG6PD inh: -3; ATG4B inh: 0; APOBEC3A inh: 2; hIAP inh: -2; HKDC1 inh: -7; mIAP block: -10
Listed for O=C(Nc1ccccc1)C(Cc1cccs1)c1nn[nH]n1 (stereo not given) : mIAP activ: 0.92; hIAP activ: 0.93; PfG6PD inh: -7; ATG4B inh: 1; APOBEC3A inh: 1; hIAP inh: 7; HKDC1 inh: -2; mIAP block: 8

Going on with the list.
SMILES	mIAP activ	hIAP activ	PfG6PD inh	ATG4B inh	APOBEC3A inh	hIAP inh	HKDC1 inh	mIAP block
Cc1cc(C)c2c(NC(=S)NC(=O)c3ccccc3)n[nH]c2n1	0.95	1.1	2	-4	0	-12	-5	5
COC(=O)c1ccc(COc2ccc(-c3nnn(CC(=O)NC(C)(C)C)n3)cc2)cc1	1.1	1.1	-10	4	-1	-7	16	-5
COC(=O)c1sccc1NC(=O)c1ccc(Br)o1	1.1	0.98	-7	-3	0	2	-3	-5
Cc1ccc(S(=O)(=O)N2CCCNCC2)cc1	1.1	0.7	15	-5	2	30	-8	-8
O=C(O)c1cccc2c1C(=O)c1ccc(Cl)cc1S2(=O)=O	0.9	1.1	3	-10	-1	-9	1	10
Cc1cccc(C(=O)Nc2cccc(C(=O)N3CCOCC3)c2)c1	0.88	0.89	-3	-10	4	12	2	12
O=C(c1scc2c1CCCC2)N1CCCCC1	1	0.87	-6	3	6	13	-6	-1
S=c1[nH]c2ccc(Cl)cc2[nH]1	0.98	1.2	51	-4	-1	-19	-9	2
O=C(Nc1ccc(Cl)cc1)c1sccc1-n1cccc1	0.94	0.88	12	10	-2	12	4	6
COc1cc(S(=O)(=O)NCc2ccncc2)c(OC)cc1Cl	1.1	0.94	-3	16	3	6	17	-7
CC1Cc2ccccc2N1C(=O)c1cc2c(=O)n3ccccc3nc2n1C (stereo not given)	1	1	0	-8	4	-3	-3	-2
CC(=O)N1CCN(C(=O)c2cccc(S(=O)(=O)N3CCN(c4ccccc4)CC3)c2)CC1	0.96	1	-3	-13	1	-4	-2	4
CCn1c(/C=C/c2cc(Br)ccc2O)nc2ccccc2c1=O	1	1.2	7	2	-4	-22	-2	-1
CN(CC(=O)NCc1ccc2c(c1)OCO2)S(=O)(=O)c1ccc(Br)s1	1	0.83	-13	-1	-1	17	-2	-2
COc1ccccc1C(=O)Nc1nnc(-c2ccco2)s1	0.86	0.95	11	-10	-6	5	6	14
COc1ccc(-c2cc3ncccc3cn2)cc1	1	0.97	26	-10	-1	3	4	0
Cc1ccccc1-c1nc(CS(=O)CC(=O)NCCc2ccc(Cl)cc2)c(C)o1 (stereo not given)	0.98	0.77	-2	-9	-5	23	7	2
CCCCCC(=O)c1ccc(O)cc1O	1	0.99	-13	10	3	1	-3	-5
COc1ccc(CC(=O)N/N=C/c2sccc2C)cc1	1.1	0.96	-4	-7	-2	4	-1	-6
COc1ccc(CCN2C(=O)NC(NS(=O)(=O)c3ccc(NC(C)=O)cc3)(C(F)(F)F)C2=O)cc1OC (stereo not given)	1.1	1	-9	-2	-3	0	-9	-7
CN(C)C(CNC(=O)CN1C(=O)NC2(CCCC2)C1=O)c1ccccc1 (stereo not given)	0.85	0.98	-9	-1	0	2	0	15
O=C1N=C(N2CCCC2C(=O)O)S/C1=C\c1ccco1 (stereo not given)	0.92	1.1	-1	-7	44*	-14	-6	8
COc1ccc(N2CCN(c3ncnc4scc(-c5ccccc5)c34)CC2)cc1	1.1	0.92	13	-17	-2	8	1	-12
CC(NS(=O)(=O)c1ccccc1)c1n[nH]c(=S)n1-c1ccccc1 (stereo not given)	1	0.99	53	26	-4	1	-4	-1
CC(C)(C)NC(=O)NC(=O)CSc1ncc(C(F)(F)F)cc1Cl	0.96	0.89	6	17	-2	11	-1	4
Next section
SMILES	mIAP activ	hIAP activ	PfG6PD inh	ATG4B inh	APOBEC3A inh	hIAP inh	HKDC1 inh	mIAP block
COc1ccc(-c2noc(CSc3nc4sc(C)c(C)c4c(=O)n3-c3ccccc3)n2)cc1OC	0.98	0.91	-7	-2	-5	9	19	2
Cc1ccc(NC(=O)CSc2nnc(N)s2)cc1S(=O)(=O)N1CCOCC1	0.95	1	6	-6	-3	0	-3	5
COc1ccc(-c2cc(-c3ccc(F)cc3)nc(N3CCN(C)CC3)n2)cc1	1	1.2	21	-11	-6	-23	1	-2
CCC1CCCCN1C(=O)Cn1nc([N+](=O)[O-])c(Cl)c1C (stereo not given)	0.93	0.95	-3	2	0	5	-10	7
Cc1ccc(NC(=O)C[n+]2cc(-c3ccccc3)n3c2CCC3)cc1	0.93	1	-1	1	1	-2	-3	7
C=C(C)C(=O)N1CC2(CC(c3cccc(NC(=O)/C=C\C)c3)=NO2)C[C@H]1C(N)=O (stereo not given in full)	1.1	0.95	0	-9	0	5	-4	-8
C=CCNC(=S)Nc1ccc(OC)c(S(=O)(=O)N2CCOCC2)c1	1	1.1	-19	-7	-1	-9	-3	-3
Cc1ccccc1NC(=O)Nc1ccc2c(c1)CCC2	1.3	1	-6	10	-1	0	2	-29
COC(=O)c1cc2sccc2n1CC(=O)Nc1cccc(SC)c1	1.3	1.1	-10	-1	1	-14	0	-28
CCc1ccc(NC(=O)CNC(=O)[C@@H]2Cc3ccccc3CN2C(=O)OC(C)(C)C)cc1	1.2	1.3	11	6	-1	-31	2	-17
Cc1cc(C)c(S(=O)(=O)N2CCCOC2CNC(=O)C(=O)NCc2cccs2)c(C)c1 (stereo not given)	1	1.1	6	-5	2	-5	-10	-3
C(=C\c1ccncc1)/c1ccccc1	0.99	0.89	-4	-1	-4	11	15	1
O=C(O)CC(CC(=O)Nc1ccc(-c2ccccc2)cc1)c1ccccc1 (stereo not given)	0.98	1.1	-27	-4	0	-7	1	2
O=C(C[n+]1ccc(Cc2ccccc2)cc1)Nc1ccc([N+](=O)[O-])cc1Cl	0.87	0.95	-6	1	-1	5	0	13
COc1ccc(C(=O)NCc2cn3ccccc3n2)cc1	0.98	0.99	-14	-6	-2	1	4	2
O=S(=O)(NCC1CCCO1)c1ccc(S(=O)(=O)N2CCc3ccccc3C2)cc1 (stereo not given)	1	1	-9	-13	-8	-4	-11	-5
COc1cccc(C(=O)/C=C/Nc2cccc(O)c2)c1	0.91	0.9	15	-6	3	10	-12	9
CCOC(=O)c1cnc2c(OC)cccc2c1Nc1ccc2c(c1)OCCO2	0.91	1.1	68*	-2	-3	-15	-2	9
O=C1NC[C@@H](Cc2cccc3ccccc23)N(CCCCC2CCCCC2)C1=O	1	1.1	9	-8	-2	-8	10	0
Cc1cccc(OCc2nnc(SCC(=O)c3c(N)n(C4CC4)c(=O)[nH]c3=O)o2)c1	0.94	0.99	6	1	-2	0	-5	6
COc1ccc(CN2CC(=O)N(c3cc(Cl)ccc3C)C2=S)cc1OC	1	1.2	5	-12	5	-16	2	0
CCOC(=O)C1=CN(c2cccc(F)c2)C=C(C(=O)OCC)C1c1cc(OC)c(O)c([N+](=O)[O-])c1	0.92	1.1	7	15	-4	-9	-6	8
CC1Cc2ccccc2N1C1=NS(=O)(=O)c2ccccc21 (stereo not given)	1	0.93	-4	1	3	7	-4	0
Cc1ccc(-c2nc(C#N)c(NCC3CCCO3)o2)cc1 (stereo not given)	0.95	1	-4	-4	6	-3	-2	5
Cc1ccc(-n2nc(C)c(NC(=O)COC(=O)c3ccccc3NCCO)c2C)cc1	1.1	0.92	-10	-4	-1	8	-2	-10
CC(=O)c1c(C)[nH]c(C(=O)Nc2cccc(S(=O)(=O)N(C)C)c2)c1C	0.92	1.2	10	2	0	-25	-5	8
O=C(Nc1cnc2ccccc2c1)N1CCCCC1	1	0.92	-21	-11	3	8	-8	-4
